Assay outcomes from PubChem BioAssay.
D2 ag: activates the human D2 dopamine receptor; P14416; HEK293 T-REx D2 cells, calcium flux agonist mode; activation, % at 2 µM; actives 0.53% (n = 340,000); AID 485358;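 active = activation over 3 SD above normal in the single-dose calcium agonist read, cut at about 30% in these data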; note: 0% is about no effect
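Agonism scored from kinetic calcium signal (1 read/sec, 180 s) following compound pin transfer, after a 10 s baseline. Cells: HEK293 Trex line expressing inducible D2 receptor coupled to calcium, dye-loaded after overnight culture at 30 C.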
D1 PAM: potentiators of human D1 dopamine receptor; P21728; HEK293 TREx D1 cells, calcium flux, dopamine EC20 potentiation; potentiation, % at 10 µM; actives 0.036% (n = 360,000); AID 504651; in the data active = potentiation above about 30%; note: 0% is about no effect
TRHR enhancer: TRH receptor (human) allosteric enhancement. AID 493056. enhancement, % at 2 µM. TRHR cells, fluo-8 calcium fluorescence, EC20 TRH enhancement. actives 0.66% (n = 360,000); in the data active = enhancement above about 30%; note: 0% is about no effect
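TRHR-expressing cells loaded with fluo-8 calcium dye were read kinetically (ex 480/em 530) during compound addition, then stimulated with an EC20 of TRH (10 nM final). Enhancement of the Gq-mediated intracellular calcium response was scored.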
D1 antagonist: antagonists of human D1 dopamine receptor. actives 3.2% (n = 360,000). activity change, negative = inhibition, % at 10 µM. HEK293 TREx D1 cells, calcium flux, dopamine EC80; active compounds read low. P21728. AID 504652; in the data active = activity change below about -30%; note: % is set by controls: 0 for no effect and ±100 for the full control effect
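Tetracycline-induced HEK293 T-REx cells with force-coupled D1 receptor were loaded with a no-wash calcium dye. Compound was added after a 10 s baseline and read kinetically for 180 s; EC80 dopamine was then added and calcium flux followed another 180 s.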
RXFP1 agonist: activates the human relaxin receptor RXFP1 | actives 0.3% (n = 370,000) | Q9HBX9 | AID 2676 | Potency, µM (series often up to 57.5 µM), for inactives: at the top dose activation, hits mostly activators | HEK293T-RXFP1 cAMP TR-FRET, 30 min; response scale: percent of porcine relaxin response, buffer zero; active = well fitted activation curve with a large enough effect; inconclusive = small, poorly fitted or top-dose-only effect; note: potency is the fitted concentration of half-maximal effect; % is set by controls: 0 for no effect and ±100 for the full control effect; nearly all actives have a fitted effect of over 60% in size; many of its hits are not listed in these tables
Target sequence (Q9HBX9 whole entry, looked up): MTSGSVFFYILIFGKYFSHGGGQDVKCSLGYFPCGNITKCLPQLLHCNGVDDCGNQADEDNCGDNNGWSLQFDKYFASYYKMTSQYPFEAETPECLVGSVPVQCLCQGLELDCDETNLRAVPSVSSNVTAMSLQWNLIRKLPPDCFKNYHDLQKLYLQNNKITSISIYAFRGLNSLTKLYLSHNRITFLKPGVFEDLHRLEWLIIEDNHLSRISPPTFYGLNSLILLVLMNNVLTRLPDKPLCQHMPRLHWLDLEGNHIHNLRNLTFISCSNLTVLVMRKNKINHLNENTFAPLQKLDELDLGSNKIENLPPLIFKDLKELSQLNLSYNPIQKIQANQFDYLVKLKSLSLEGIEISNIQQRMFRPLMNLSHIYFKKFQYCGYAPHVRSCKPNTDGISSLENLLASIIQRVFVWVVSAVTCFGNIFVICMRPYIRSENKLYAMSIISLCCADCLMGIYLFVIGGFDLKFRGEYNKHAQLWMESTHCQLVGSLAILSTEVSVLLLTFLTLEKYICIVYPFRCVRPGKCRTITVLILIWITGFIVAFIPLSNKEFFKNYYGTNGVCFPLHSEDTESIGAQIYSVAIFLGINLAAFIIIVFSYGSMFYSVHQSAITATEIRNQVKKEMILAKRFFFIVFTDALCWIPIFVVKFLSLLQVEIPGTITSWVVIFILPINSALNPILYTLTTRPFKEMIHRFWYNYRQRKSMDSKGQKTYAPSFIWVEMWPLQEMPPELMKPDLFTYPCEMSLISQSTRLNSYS
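cAMP rise read by TR-FRET after 30 min, 37C compound exposure (up to 58 uM) in RXFP1-transfected HEK293 cells with Ro 20174 present. EC50 from Hill-equation fits, with 29 nM porcine relaxin as 100% and buffer as basal.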
D2 antag: antagonists of human D2 dopamine receptor | P14416 | HEK293 TREx D2 cells, calcium flux, dopamine EC80 | inhibition, % at 10 µM | actives 2% (n = 340,000); in the data active = inhibition above about 30%; note: 0% is about no effect
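Calcium flux kinetic readout in an inducible HEK293 TREx D2 line plated overnight at 30 C. After 180 s compound exposure, an EC80 dopamine challenge follows with another 180 s kinetic read to detect antagonism.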
D1 agonist: human D1 receptor agonism. P21728. HEK293 T-REx D1 cells, calcium flux, agonist mode. activation, % at 2 µM. actives 1% (n = 360,000). AID 504660; in the data active = activation above about 30%; note: 0% is about no effect
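Inducible HEK293 T-REx D1 cells, force-coupled to calcium signalling, were plated at 4000 cells/well with tetracycline and held overnight at 30 C. After no-wash calcium dye loading, compound-evoked calcium rise over 180 s flagged agonists.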
D2 PAM: positively modulates the human D2 dopamine receptor allosterically | HEK293 T-REx D2, calcium flux, EC20 dopamine potentiation | potentiation, % at 10 µM | actives 0.34% (n = 340,000) | AID 485347;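 active = potentiation over 3 SD above the plate norm, cut at about 30% in these data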; note: 0% is about no effect
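Primary screen. Calcium kinetics in induced HEK293 T-REx D2 cells: compound pre-addition 180 s, EC20 dopamine, 180 s more.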
RXFP1 antag: blocks the human relaxin receptor RXFP1 | AID 1259400 | Q9HBX9 | HEK293-RXFP1, relaxin-stimulated cAMP HTRF, 30 min; active compounds read low | actives 0.59% (n = 350,000) | activity change, negative = inhibition, % at 57.5 µM;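 active = activity change of -60% or lower, but not beyond a set lower limit; inconclusive = change between -60% and -40%, or beyond the set limit; inactive = change above -40%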; note: % is set by controls: 0 for no effect and ±100 for the full control effect
Numbers without * were called inactive; ? = inconclusive; / = not tested or not shown; & = joins results of further samples.

(1) Cc1ccc(C(=O)N2CCCC(C(F)(F)F)C2)cc1S(=O)(=O)N1CCCCC1 (configuration not stated)
(2) O=C(CSc1cn[nH]n1)Nc1ccccc1C(F)(F)F
(3) O=C(Nc1ccc(N2CCOCC2)cc1)c1cccc(-n2cnnc2)c1
(4) O=C(Nc1ccc(N2CCN(C(=O)c3ccco3)CC2)c(Cl)c1)c1cc2ccccc2o1
(5) COc1ccc(S(=O)(=O)n2nc(OCc3cccs3)cc2N)cc1
(6) O=C(NCc1ccc2c(c1)OCO2)c1ccc(CS(=O)(=O)Cc2cccc(Cl)c2)o1
(7) COC(=O)C1=CN(Cc2ccc(C)cc2)C=C(C(=O)OC)C1c1cc(OC)c(OC)c(OC)c1
(8) O=C(Nc1ccccc1C(=O)NCC1CCCO1)c1ccccc1 (configuration not stated)
entry no.,1,2,3,4,5,6,7,8
D2 ag,0.4,2.1,/,0.6,0.2,/,0.6,0.5
D1 PAM,-4,-5,-1,-1,-3,-7,-2,-3
TRHR enhancer,-6,17,1,3,0,-2,0,6
D1 antagonist,-3,-14,-1,-16,9,-25,-8,-16
RXFP1 agonist,1.6%,-1.1%,-6.6%,3.5%,-0.6%,1.0%,4.7%,2.2%
D2 antag,11,6,/,-1,16,/,-5,2
D1 agonist,4,3,4,4,2,12,12,4
D2 PAM,4,10,/,10,-5,-4,-3,6
RXFP1 antag,-1,-2,0,-5,/,-12,4,-4

Random excerpt: 2 entries already listed, in no set order.
(7) COC(=O)C1=CN(Cc2ccc(C)cc2)C=C(C(=O)OC)C1c1cc(OC)c(OC)c(OC)c1
(3) O=C(Nc1ccc(N2CCOCC2)cc1)c1cccc(-n2cnnc2)c1
entry no.,7,3
D2 ag,0.6,/
D1 PAM,-2,-1
TRHR enhancer,0,1
D1 antagonist,-8,-1
RXFP1 agonist,4.7%,-6.6%
D2 antag,-5,/
D1 agonist,12,4
D2 PAM,-3,/
RXFP1 antag,4,0

The list goes on.
(9) C=CCn1c(SCC(=O)NCCCO)nc2sc3c(c2c1=O)CCC3
(10) CC(=O)Nc1ccc(NC(=O)Nc2cc(C)cc(C)c2)cc1
(11) Cc1ccc(CNC(=O)c2ccc(NS(=O)(=O)c3c(C)noc3C)cc2)cc1
(12) C=CCc1cccc2cc(C(=O)OCC(=O)c3ccccc3)c(=O)oc12
(13) O=C(NCc1ccccn1)c1cnc2sccn2c1=O
(14) c1ccc2sc(SCc3ccc(-c4nnco4)cc3)nc2c1
(15) O=C(Nc1cccnc1)c1ccc(CSc2ccccc2)cc1
(16) CC(=O)Nc1ccc(S(=O)(=O)NC(C)c2nc(-c3ccccc3)no2)cc1 (configuration not stated)
entry no.,9,10,11,12,13,14,15,16
D2 ag,1.3,-0.3,-0.2,1.1,/,3.2,-0.7,0.0
D1 PAM,3,-13,3,9,-2,-2,0,1
TRHR enhancer,4,8,-2,1,2,-6,-5,-4
D1 antagonist,18,-5,-8,-11,19,-8,-10,-3
RXFP1 agonist,0.5%,0.2%,0.0%,-1.0%,8.2%,0.0%,0.3%,-2.4%
D2 antag,2,-37,22,-4,/,-10,9,-15
D1 agonist,-3,1,5,0,-1,2,2,-1
D2 PAM,10,-9,10,-20,-4,-9,12,17
RXFP1 antag,-4,-12,13,13,-6,8,-10,13

(17) CC(C)(C)C(=O)N1CCN(c2nc3c(F)cccc3s2)CC1
(18) Cc1cc(Br)ccc1NC(=O)CN(C)C(=O)c1cc(S(=O)(=O)N(C)C)ccc1N1CCCC1
(19) Cc1cccc(Nc2nccc(N(C)C)c2C#N)c1
(20) COc1ccc(CO/N=C/c2c(C)[nH]c(=O)[nH]c2=O)cc1
(21) COC(CN1C(=O)C(O)=C(C(C)=O)C1c1ccccn1)OC (configuration not stated)
(22) Cc1ccc2c(=O)oc(N(C)C)nc2c1
(23) CC(NC(=O)c1cc(Br)cs1)C1CCCO1 (configuration not stated)
(24) CC(=O)OCC1=C(C(=O)O)N2C(=O)C(NC(=O)C(C)Cn3cc(Cl)cn3)C2SC1 (configuration not stated)
entry no.,17,18,19,20,21,22,23,24
D2 ag,-1.5,-1.2,-1.3,-0.2,1.0,-0.4,0.7,0.3
D1 PAM,-2,-7,-1,-9,-2,-2,0,-8
TRHR enhancer,-2,-2,3,3,0,-2,52*,-8
D1 antagonist,/,-15,5,-5,2,-1,-12,3
RXFP1 agonist,-0.2%,-1.0%,-0.9%,6.3%,-3.8%,4.9%,1.5%,1.2%
D2 antag,/,8,-9,-2,-2,-3,-9,-9
D1 agonist,-3,0,2,4,3,2,-3,1
D2 PAM,-1,3,12,14,1,9,-4,27
RXFP1 antag,-8,0,2,8,10,-27,-13,-2

(25) O=C(Nc1ccc(S(=O)(=O)N2CCCCCC2)cc1)c1ccc(Br)o1
(26) C=CCSc1nn2c(=O)c3ccccc3nc2s1
(27) O=[N+]([O-])c1ccccc1S(=O)(=O)Nc1cccc2cccnc12
(28) O=C(NCC(c1ccco1)N1CCCC1)c1cccc(S(=O)(=O)Nc2ccc(F)cc2)c1 (configuration not stated)
(29) Cc1ccc(Cl)cc1NC(=O)/C(C#N)=C/c1c(C)n(Cc2ccccc2)c2ccccc12
(30) COc1ccc(-c2csc(N(Cc3ccco3)C(=O)c3cccs3)n2)cc1
(31) CCOc1ccccc1CN1CCN(C/C=C/c2ccc(OC)cc2)CC1CCO (configuration not stated)
(32) COc1ccc(/C(C)=N\O)cc1OC
entry no.,25,26,27,28,29,30,31,32
D2 ag,-0.3,-0.6,-0.4,1.0,0.6,0.8,3.9,1.0
D1 PAM,-9,-5,5&2,-4,2,6,-6,-3
TRHR enhancer,0,4,-4&-2,-9,4,-10,-6,3
D1 antagonist,14,10,-24&6,-6,-10,-12,-26,5
RXFP1 agonist,1.7%,3.7%,-0.4%,-1.7%,3.6%,-0.6%,0.3%,0.3%
D2 antag,9,10,-17,-10,/,-12,34*,-9
D1 agonist,8,5,0&3,27,13,4,12,1
D2 PAM,9,-4,-1,-11,3,2,-22,15
RXFP1 antag,-2,-10,-15,-8,-9,-4,-10,-8

(33) CCCCCC(=O)NC(=S)NC1C2CC3CC(C2)CC1C3 (configuration not stated)
(34) Cc1c(Cl)cccc1NC(=O)CSc1nc(=O)n(Cc2ccccn2)c2c1CCC2
(35) COC(=O)c1c(NC(=O)C(=O)NCCCN2CCOCC2)sc2c1CCC2
(36) Cc1nnc(SC(C)C(=O)Nc2ccc3ccccc3c2)n1C (configuration not stated)
(37) COc1cccc(NC(=O)C2COc3ccccc3O2)c1 (configuration not stated)
(38) COc1ccc(NC(=O)C(OC(=O)c2cnccn2)c2ccccc2)cc1Cl (configuration not stated)
(39) COc1ccc(N=Nc2nc(-c3ccccc3)c(-c3ccccc3)[nH]2)cc1
(40) COc1cc2c(=O)n(-c3ccc(C)cc3)c(=O)n(CC(=O)c3ccc4c(c3)OCO4)c2cc1OC
entry no.,33,34,35,36,37,38,39,40
D2 ag,0.3,-0.3,0.3,-0.1,-1.1,-0.6,0.4,-0.8
D1 PAM,1,0,-5,2,3,14,-2,-3
TRHR enhancer,-3,1,-1,-2,3,-12,-8,-4
D1 antagonist,-4,/,1,-8,2,14,12,-5
RXFP1 agonist,0.5%,2.4%,2.5%,-2.8%,-4.0%,0.0%,4.5%,3.1%
D2 antag,11,/,-5,16,-2,18,-16,15
D1 agonist,2,2,3,1,3,1,-1,5
D2 PAM,-3,0,-7,2,-2,10,7,-1
RXFP1 antag,-15,/,13,1,1,6,-17,-3

(41) CN(C)c1cccc(C(=O)OCC(=O)Nc2ccccc2Cl)c1
(42) Cn1c(-c2ccc(F)cc2)cnc1SCC(=O)N1CCCCC1
(43) O=C(Nc1ccccc1)Nc1cccc(NC(=O)Nc2ccccc2)c1F
(44) Cc1cc2c(OCC(O)CN3CCCCC3)cccc2[nH]1 (configuration not stated)
(45) Cc1cccc(N2CCN(C(=O)c3cnc(N4CCCC4)nc3C)CC2)c1C
(46) O=C(COC(=O)COc1cccc(C(F)(F)F)c1)NC(=O)NC1CCCCC1
(47) Cc1ccc2[nH]c(C(=O)NN=C3CCCCC3)c(-c3ccccc3)c2c1
(48) COc1ccc(CSc2ccc(S(=O)(=O)N3CCCCC3)cn2)cc1F
entry no.,41,42,43,44,45,46,47,48
D2 ag,-0.4,-0.4,-0.2,-0.4,-0.6,0.0,3.8,0.5
D1 PAM,0,-8,-4,-2,0,7,1,-3
TRHR enhancer,3,-3,6,4,11,-11,-2,-4
D1 antagonist,-17,-17,1,-11,10,-12,-6,-42*
RXFP1 agonist,-1.8%,-0.6%,0.6%,-5.4%,3.0%,0.1%,5.3%,6.2%
D2 antag,-2,-11,-29,8,/,8,-5,-10
D1 agonist,1,0,3,5,8,0,0,6
D2 PAM,13,-10,0,-2,4,-5,2,8
RXFP1 antag,3,-5,-32,-1,-78*,3,-18,2

Structural class: those above containing bromine.
(18) Cc1cc(Br)ccc1NC(=O)CN(C)C(=O)c1cc(S(=O)(=O)N(C)C)ccc1N1CCCC1
(23) CC(NC(=O)c1cc(Br)cs1)C1CCCO1 (configuration not stated)
(25) O=C(Nc1ccc(S(=O)(=O)N2CCCCCC2)cc1)c1ccc(Br)o1
entry no.,18,23,25
D2 ag,-1.2,0.7,-0.3
D1 PAM,-7,0,-9
TRHR enhancer,-2,52*,0
D1 antagonist,-15,-12,14
RXFP1 agonist,-1.0%,1.5%,1.7%
D2 antag,8,-9,9
D1 agonist,0,-3,8
D2 PAM,3,-4,9
RXFP1 antag,0,-13,-2

(continued)
(49) COc1ccccc1NC(=O)COC(=O)C1CC2C=CC1C2 (configuration not stated)
(50) COc1cc(NC(=O)C2CC2)c(OC)cc1NC(=O)CCC(=O)NC1CCN(Cc2ccccc2)CC1
(51) CCCN(Cc1cccs1)C(=O)Nc1cc(OC)ccc1OC
(52) COc1ccc(NC(=O)CCS(=O)(=O)c2nc(-c3cccs3)cc(C(F)(F)F)n2)cc1
(53) CCOC(=O)c1cc(NC(=O)c2ccccc2)c(=O)oc1-c1ccccc1
(54) CCc1ccc(S(=O)(=O)c2cn(C)c3cc(N4CCCCC4C)c(F)cc3c2=O)cc1 (configuration not stated)
(55) O=C(O)C(C(=O)/C=C/c1ccco1)=C1SCCS1
entry no.,49,50,51,52,53,54,55
D2 ag,1.1,3.6,/,0.6,0.1,/,0.0
D1 PAM,9,-2,-2,0,4,0,2
TRHR enhancer,0,8,9,0,3,2,-5
D1 antagonist,17,10,-9,10,-1,26,-2
RXFP1 agonist,-3.6%,0.9%,-4.2%,3.2%,-0.2%,1.1%,1.2%
D2 antag,3,-11,/,/,-9,/,-3
D1 agonist,1,1,4,0,3,5,3
D2 PAM,9,-5,-8,-3,-18,10,-6
RXFP1 antag,-10,-12,-11,?,-8,-38,-7

This is a subset. The share of hits here may be higher or lower than overall.
